High-throughput results as filed in PubChem BioAssay.
Wnt act: Wnt/beta-catenin pathway activators, primary screen, cell-based, plate reader, single point; Wnt/beta-catenin reporter cell assay, activator; activation, % at 9.35 µM; 300,000 compounds, 1.2% hits; in the data active = activation above about 30%, passing the limit was not always enough;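 note: 0% = neutral control wells and 100% = positive control wells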
cardiac RTF act: cardiac RTF calcium sensitivity activators, primary screen, biochemical, IANBD-TnC fluorescence, EC20 calcium. IANBD-labeled TnC RTF fluorescence at EC20 calcium; 0% EC20 calcium, 100% full calcium. activation, % at 7.2 µM. 340,000 compounds, 0.24% hits;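 active = activation above the mean over all tested compounds plus 3 SD, cut at about 30% in these data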;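 note: rise in fluorescence read as greater calcium sensitivity of cardiac thin filaments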
Keap1 Nrf2 FP: Keap1-Nrf2 protein-protein interaction inhibitors, primary screen, biochemical, fluorescence polarization, single point; Kelch-like ECH-associated protein 1 (Homo sapiens), Q14145; Keap1 Kelch-Nrf2 peptide fluorescence polarization, 1536-well; inhibition, % at 9.4 µM; 340,000 compounds, 0.15% hits; AID 504523, 2011; in the data active = inhibition above about 12%;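 note: human Keap1 Kelch domain with fluorescein labeled Nrf2 9mer peptide probe; 0% = neutral control wells and 100% = peptide positive control; higher means more block of Keap1 binding to Nrf2 peptide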
Arrestin-AP2 inh: inhibitors of beta-arrestin/AP2 binding, primary screen, biochemical, GPCR trafficking, flow cytometry; AID 504490, 2011; 340,000 compounds, 0.31% hits; inhibition, % at 10 µM; FITC-arrestin peptide / GST-AP2 beads; AP2 beta2 appendage carries R879A mutation;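 active = inhibition above a set limit, near 3 SD of compounds lacking own fluorescence, cut at about 54% in these data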;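 note: plate controls were DMSO wells for no effect and 5 µM unlabelled arrestin peptide for full effect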
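System: GST-AP2 R879A bound to glutathione beads, E. coli-expressed. Also added: 50 nM FITC-arrestin peptide. Schedule: compound with beads 12 min RT, then probe 1 h RT. Signal: bead flow cytometry, FITC channel. Read-out basis: percent response.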
Pemphigus Ab inh: inhibitors of pemphigus antibody binding to DSG3, primary screen, biochemical, bead-based, flow cytometry, scFv-GFP; DSG3-coupled beads, scFv-anti-DSG3-GFP binding; active compounds read low; binding (percent of control), % at 10 µM; 310,000 compounds, 0.48% hits;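 active = binding more than 3 SD below its plate's average and above zero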;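 note: hits lower antibody fragment binding to DSG3; some compounds called inactive have numbers as strong as hits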
Cardiac RTF inh: cardiac RTF calcium sensitivity inhibitors, primary screen, biochemical, IANBD-TnC fluorescence, EC70 calcium; Troponin I, cardiac muscle (Homo sapiens) + Troponin T, cardiac muscle (Homo sapiens) + …; IANBD-labeled cardiac RTF, Ca2+ fluorescence; inhibition, % at 7.15 µM; 340,000 compounds, 0.12% hits; AID 493244, 2011;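 active = inhibition above the mean inhibition of all tested compounds plus 3 SD, cut at about 17% in these data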;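 note: assay run at fixed EC70 calcium of 1.6 mM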
C-LANA FP: inhibitors of KSHV C-LANA binding to DNA, primary screen, biochemical, fluorescence polarization, FAM-LBS DNA, MBP-C-LANA, single point; Kaposi's sarcoma herpesvirus LANA C-terminal domain (residues 932-1162) DNA binding; inhibition, % at 9 µM; 340,000 compounds, 0.078% hits; AID 504423, 2011;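 active = highest replicate inhibition at or above 60% at 9 µM, even if other replicates fall short; inactive = all replicates below 60% inhibition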;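 note: 0% = neutral control wells and 100% = 4 µM acridine orange control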
OPRM1-OPRD1 ag: agonists of OPRM1-OPRD1 heterodimerization, primary screen, cell-based, luminescence. Mu-type opioid receptor (Homo sapiens) + Delta-type opioid receptor (Homo sapiens), …. cells. activation, % at 9.3 µM. 340,000 compounds, 0.3% hits. AID 504326, 2011; in the data active = activation above about 18%;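 note: 0% = vehicle-treated cells and 100% = reference agonist; values of inactives mirror those of a sister screen read the other way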
Target sequence (P35372 whole entry, looked up): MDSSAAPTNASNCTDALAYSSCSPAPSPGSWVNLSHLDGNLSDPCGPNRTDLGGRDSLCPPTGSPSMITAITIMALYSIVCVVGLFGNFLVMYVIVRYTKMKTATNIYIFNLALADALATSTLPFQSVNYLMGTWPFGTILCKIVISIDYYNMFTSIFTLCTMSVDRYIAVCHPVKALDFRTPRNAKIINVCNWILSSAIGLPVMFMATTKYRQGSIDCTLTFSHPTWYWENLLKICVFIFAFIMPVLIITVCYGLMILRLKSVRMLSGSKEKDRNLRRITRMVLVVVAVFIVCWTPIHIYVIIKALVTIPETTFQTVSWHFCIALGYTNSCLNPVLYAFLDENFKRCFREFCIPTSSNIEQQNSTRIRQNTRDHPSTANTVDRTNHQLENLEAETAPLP
Target sequence (P41143 whole entry, looked up): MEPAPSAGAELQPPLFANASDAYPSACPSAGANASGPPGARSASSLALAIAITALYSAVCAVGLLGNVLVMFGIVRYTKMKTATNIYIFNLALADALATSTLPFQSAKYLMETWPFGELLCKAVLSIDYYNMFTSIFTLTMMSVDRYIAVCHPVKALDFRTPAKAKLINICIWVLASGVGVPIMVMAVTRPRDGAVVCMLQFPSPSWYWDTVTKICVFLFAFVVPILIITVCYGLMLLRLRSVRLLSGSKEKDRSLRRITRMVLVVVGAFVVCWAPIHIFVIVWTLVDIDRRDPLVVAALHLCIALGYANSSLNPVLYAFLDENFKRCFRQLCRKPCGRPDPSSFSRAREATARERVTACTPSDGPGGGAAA
MOR-DOR inv ag: inverse agonists of MOR-DOR heterodimerization, primary screen, cell-based, luminescence | inhibition, % at 9.3 µM | AID 504357, 2011 | 340,000 compounds, 0.21% hits | cell-based MOR-DOR heterodimer luminescence, inverse agonism | Mu-type opioid receptor (Homo sapiens) + Delta-type opioid receptor (Homo sapiens), …; in the data active = inhibition above about 22%, passing the limit was not always enough;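 note: 0% = cells with DMSO and 100% = wells without cells with DMSO; values of inactives mirror those of a sister screen read the other way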
V-ATPase pHluor: regulators of yeast V-ATPase proton pumping, primary screen, pHLuorin cytosolic pH fluorescence | S. cerevisiae | response, % at 10 µM | 350,000 compounds, 0.37% hits | AID 504577, 2011; in the data active = response mostly above about 7.3%, no sharp cut-off; inactive = mostly below about 5.4%; note: actives read high; inactives centre near 0; some compounds called inactive have numbers as strong as hits; reference of the scale not given here
* hit, by the source's call; . = no result given.

SMILES	Wnt act	cardiac RTF act	Keap1 Nrf2 FP	Arrestin-AP2 inh	Pemphigus Ab inh	Cardiac RTF inh	C-LANA FP	OPRM1-OPRD1 ag	MOR-DOR inv ag	V-ATPase pHluor
CCc1ccc(OCC(=O)N/N=C\c2ccco2)c([N+](=O)[O-])c1	5	-6	-1	45	99	-2	1.3	0.3	-2	-2
COc1ccc(CCNC(=O)/C=C/c2ccco2)cc1	1	6	-11	12	112	-5	0.2	-0.6	4	0
COc1ccc(N(CC(=O)NC2CCCCCC2)S(=O)(=O)c2c(C)nn(C)c2C)cc1	.	4	-1	-2	99	-2	-0.6	-4.1	20	1
O=C1N=C(N2CCOCC2)S/C1=C\c1cccnc1	0	-1	2	0	103	12	2.3	0.4	-2	0
CC12CCC(C(=O)Nc3cccc4ccccc34)(C1Br)C2(C)C (centres undefined)	-6	0	-2	25	.	-11	-1.4	4.2	-26	-7
CCc1nnc(NC(=O)c2cc(S(=O)(=O)N3CCOCC3)ccc2N2CCCCC2)s1	-1	11	0	-26	124	1	-0.7	0.2	-1	7
C[C@@H]1CN([C@H](C)CO)C(=O)Cc2cc(NS(=O)(=O)c3ccc(Cl)cc3)ccc2O[C@H]1CN(C)Cc1ccc(C(F)(F)F)cc1	.	-8	0	1	105	2	-1.2	1.5	-9	-5
C=CCSC1=N/C(=C\c2ccc(C(=O)O)cc2)C(=O)S1	-10	3	-4	-7	100	0	-0.9	-1.6	9	-2
COc1cc(CCC(=O)Nc2nccs2)cc(OC)c1OC	2	-2	-4	7	106	-3	0.2	-0.4	2	1
COc1ccc(OC)c(/C=N/N(CCC#N)C2=NS(=O)(=O)c3ccccc32)c1	0	-7	1	-1	86	0	0.2	-3.5	17	-52
O=C(CN(Cc1ccco1)C(=O)c1ccc(Cl)cc1)Nc1c(Cl)cc(Cl)cc1Cl	0	-4	-3	16	101	-13	-0.6	0.4	-3	-1
CCSc1nnc2c(n1)OC(c1ccc(C(=O)O)cc1)N(C(C)=O)c1ccccc1-2 (centres undefined)	-2	2	-5	9	109	-8	-2.4	-1.9	9	1
O=C(COC(=O)c1cc(=O)[nH]c2ccccc12)Nc1cccc(S(=O)(=O)N2CCOCC2)c1	-1	2	-2	-23	87	1	-0.5	-3.7	19	-1
COc1ccc(-c2ccc(NS(=O)(=O)c3cccc([N+](=O)[O-])c3)cc2)nn1	-2	2	-1	41	123	0	-0.5	1.4	-7	-6
CCOc1ccc(C(=O)NCC(=O)NNC(=O)c2ccco2)cc1OCC	-1	0	-8	0	94	6	-1.0	-2.1	11	2
O=[N+]([O-])c1ccc(/C=N/Nc2ccc3ccccc3c2)o1	28	-1	-2	-3	120	11	0.4	7.0	-51	-2
CCc1c(C)c2ccc(OCC(=O)NCC3CCC(C(=O)O)CC3)c(C)c2oc1=O (centres undefined)	1	0	5	-5	106	-7	1.9	-2.7	13	-3
COc1cccc(OCc2cc(C(=O)N(C)CCC3CCCCO3)no2)c1 (centres undefined)	7	5	3	-16	105	-15	0.9	-0.6	4	2
CS(=O)(=O)N1CCN(c2ccc(NC(=O)COc3ccccc3)cc2)CC1	-1	.	-1	-3	99	.	0.8	.	.	-2
Nc1nc2ccc(C(=O)Nc3ccc(N4CCOCC4)cc3)cc2s1	9	2	2	2	125	-2	-0.7	-2.0	10	-4
NC1=NC(=O)/C(=C/c2ccccc2OS(=O)(=O)c2ccc3ccccc3c2)S1	.	-5	-1	-1	94	1	1.5	-2.3	12	0
Cc1ccc(C(=O)N2CCCC(Nc3ccc(F)c(F)c3)C2)cn1 (centres undefined)	0	-4	-1	22	.	-3	-1.3	-1.5	8	-3
CCOc1ccccc1C(=O)N1CCN(c2ccc(C(F)(F)F)cn2)CC1	-11	-1	3	3	103	-3	-0.3	-0.7	3	-1
Cc1ccc(CN(C)C(=O)CN2C(=O)NC(c3ccccc3)(c3ccccc3)C2=O)c(C)c1	-3	-3	0	1	.	-5	0.1	0.4	-1	-2
Cc1cc(C)cc(C(=O)NCC(=O)OC(C)C(=O)N(C)c2ccccc2)c1 (centres undefined)	0	5	-2	20	107	-1	1.0	-0.9	5	-3
CCN(CCCNS(=O)(=O)c1ccc2c(c1)oc(=O)n2C)c1cccc(C)c1	3	-3	-2	37	110	-6	-4.0	2.5	-13	1
O=C(COc1ccc(Cl)cc1)Nc1cc(S(=O)(=O)N2CCCCC2)ccc1N1CCCCC1	-5	0	-6	-4	108	1	2.6	0.7	-4	3
COc1ccc(C(=O)CSc2nc(-c3ccccn3)nc(C)c2Cl)cc1	-5	-1	-4	15	121	-2	-1.3	-1.3	6	2
OC[C@H]1OC(O)[C@@H](O)[C@@H](O)[C@@H]1O (some centres undefined)	-3	-4	4	5	116	10	1.0	-1.8	10	2
O=C(COC(=O)Cc1c[nH]c2ccccc12)Nc1ccccc1C(F)(F)F	-3	-2	3	-2	100	-2	-1.5	-1.5	6	1
C=CCN(c1ccccc1)S(=O)(=O)c1cccc(C(=O)Nc2nnc(SCC)s2)c1	-5	4	-4	7	.	7	0.8	-0.9	5	11*
CCOc1cc(/C=N/NC(N)=O)cc(Br)c1OCC(=O)Nc1ccccc1C	-9	-1	-1	4	103	-11	0.2	-0.5	3	0
CC1CCCCC1N(C)C1CCN(C(=O)CNC(=O)/C=C/c2cccc(Cl)c2)CC1 (centres undefined)	-1	-1	-1	13	104	-5	-0.4	-2.9	15	-3
Cc1ccc(NC(/C=C/N(C)C)=C/C(=O)C(F)(F)F)c(C)c1	-1	5	-6	-10	100	-4	-0.8	1.0	-5	1
CN(c1cccc(Cl)c1)S(=O)(=O)c1cccc(C(=O)Nc2ccc3c(c2)CCC3)c1	-2	4	2	-6	104	-4	-1.1	6.0	-32	3
CC(=O)O/N=C1\C(=O)N(Cc2ccc(C)cc2)c2ccccc21	-1	-2	-5	5	103	1	0.2	2.3	-12	0

Rewritten as comma-separated lines: part of the list above
SMILES,Wnt act,cardiac RTF act,Keap1 Nrf2 FP,Arrestin-AP2 inh,Pemphigus Ab inh,Cardiac RTF inh,C-LANA FP,OPRM1-OPRD1 ag,MOR-DOR inv ag,V-ATPase pHluor
CCOc1cc(/C=N/NC(N)=O)cc(Br)c1OCC(=O)Nc1ccccc1C,-9,-1,-1,4,103,-11,0.2,-0.5,3,0
O=C(COc1ccc(Cl)cc1)Nc1cc(S(=O)(=O)N2CCCCC2)ccc1N1CCCCC1,-5,0,-6,-4,108,1,2.6,0.7,-4,3
C=CCN(c1ccccc1)S(=O)(=O)c1cccc(C(=O)Nc2nnc(SCC)s2)c1,-5,4,-4,7,.,7,0.8,-0.9,5,11*

Following part:
SMILES	Wnt act	cardiac RTF act	Keap1 Nrf2 FP	Arrestin-AP2 inh	Pemphigus Ab inh	Cardiac RTF inh	C-LANA FP	OPRM1-OPRD1 ag	MOR-DOR inv ag	V-ATPase pHluor
CC(C)c1ccc(OCC(=O)NC2=NCCS2)cc1	8	0	-2	21	93	1	5.7	-0.1	1	1
O=C(Nc1ccccc1)OCc1ccccn1	12	-2	1	16	95	10	0.1	-1.7	10	-2
COCCN(C(=O)C(C)C)c1nnc(-c2ccc(C)cc2)s1	-3	-3	-3	-1	100	-12	1.7	2.0	-11	-2
C[C@H](NC(=O)c1nc[nH]c1C(=O)N[C@@H](CCCCNC(=O)OC(C)(C)C)C(=O)OC(C)(C)C)c1ccccc1	-7	-6	-1	5	99	3	1.7	5.1	-29	5
CC(C)(C)c1ccc(-n2ncc3c2CCCC3NC(=O)CN2CCCC2=O)cc1 (centres undefined)	-6	1	0	0	.	-6	0.6	-0.5	2	-4
Cc1ccc(N=Cc2sc(O)c3ccccc23)c(C)c1	0	49*	-7	2	92	-15	0.4	-0.6	3	1
CCCCOC(=O)CSC1=C(C#N)C(c2ccccc2OC)C(C#N)C(=O)N1 (centres undefined)	3	-2	-2	7	87	2	-2.5	-3.4	21	2
CCN(CC)S(=O)(=O)c1ccc2[nH]c(=O)cc(C(=O)Nc3ccccc3N3CCOCC3)c2c1	-12	-4	-1	-13	105	-8	-0.5	-4.4	17	-2
CC(C)C(=O)Nc1ccc2c3c(cccc13)CC2	-1	3	-3	11	122	-6	-1.7	1.0	-5	-3
COc1ccccc1NS(=O)(=O)c1ccc(C(N)=O)cc1	0	-5	1	15	97	2	-4.0	-1.9	11	7
CC(c1n[nH]c(=S)n1-c1ccc(Cl)cc1)N(C)C (centres undefined)	-1	3	-2	-6	115	6	1.0	-3.8	20	1
O=c1cc(-c2ccc(O)cc2)oc2c1ccc1ccccc12	1	0	-5	-10	91	-4	-0.4	0.8	-3	10
Cc1ccc(S(=O)(=O)N(C)C)cc1NC(=O)COC(=O)Cc1n[nH]c(=O)c2ccccc12	-4	-2	-1	-4	100	1	-0.6	-3.6	18	2
C[C@@H]1CCC(=O)N(C[C@@H](C)CSc2ccccc2)CC1	-4	-1	2	-1	111	-1	0.6	-2.4	13	2
Cc1cc(OCC(=O)OCC(=O)Nc2cc(S(=O)(=O)N3CCOCC3)ccc2Cl)ccc1Cl	0	4	-11	-1	.	-4	-1.1	-2.8	13	2
CC(C)(O)c1cc2ccc(C#CCCN3C(=O)c4ccccc4C3=O)cc2c(=O)o1	3	-5	-4	3	94	-3	-5.0	-1.2	7	1
COc1cc(CN(C)Cc2cccc3ccccc23)cc([N+](=O)[O-])c1O	0	-4	2	14	101	-5	-0.2	-5.2	24	-1
CCn1c(O)c(/C=N/NC(=O)c2ccncc2)c(=O)n(CC)c1=S	1	97*	-159	-3	97	-88	-10	3.4	-22	-3
CC(=O)CSc1ncnc2c1oc1ccccc12	.	-1	-4	-8	117	-3	0.4	-2.4	13	3
CC(=O)c1c(C)[nH]c(C(=O)OCC(=O)C(C)(C)C)c1C	0	0	-5	38	98	6	-0.7	0.2	-1	-2
COc1ccc(NC(=O)NCCCN2CCc3ccccc3C2)cc1	-2	2	-3	-2	109	-1	0.7	-1.7	8	-1
CC(=O)NNS(=O)(=O)c1ccc(-c2cc(C(F)(F)F)n(C)n2)s1	1	-2	-1	-18	112	-6	-1.5	-3.2	17	1
COc1ccc(OC)c(S(=O)(=O)N2CCN(c3ccccc3OC)CC2)c1	0	-1	2	12	100	-5	0.9	-0.7	3	0
CCN(CC)CCN(Cc1cc2cc(C)ccc2[nH]c1=O)C(=S)NCc1ccco1	-1	-6	0	6	85	2	-1.6	1.5	-7	2
O=C(Nc1cccnc1)C1CC(c2ccccc2O)=NO1 (centres undefined)	.	-4	-1	-2	104	-4	1.0	-2.6	15	2

Rows are unselected (roughly 3.1% active in at least one column).
